bIAP activator = bovine intestinal alkaline phosphatase activators, primary screen, biochemical, bovine IAP, CDP-star luminescence. alkaline phosphatase, intestinal [Bos taurus]. purified bovine IAP, 30 min; active compounds read high; fold of DMSO-control signal, blank-subtracted. activation factor at 20 µM. 0.17% of 200,000 active. AID 1016, 2008;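 active means activation factor of 2 or more at 20 µM, a signal rise over negative controls twice the positive control's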
TNAP act hi DEA = TNAP activators at high phosphate acceptor level, primary screen, biochemical, luminescence, uHTS. Alkaline phosphatase, tissue-nonspecific isozyme (Homo sapiens), P05186. purified TNAP, CDP-star luminescence, 1 M DEA, 30 min; active compounds read high; 0 = EDTA background, 1 = DMSO-only activity. activation factor at 20 µM. 200,000 tested, under 10 active;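 active means activation factor at least 2 at 20 µM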
Target sequence (P05186 whole entry, looked up): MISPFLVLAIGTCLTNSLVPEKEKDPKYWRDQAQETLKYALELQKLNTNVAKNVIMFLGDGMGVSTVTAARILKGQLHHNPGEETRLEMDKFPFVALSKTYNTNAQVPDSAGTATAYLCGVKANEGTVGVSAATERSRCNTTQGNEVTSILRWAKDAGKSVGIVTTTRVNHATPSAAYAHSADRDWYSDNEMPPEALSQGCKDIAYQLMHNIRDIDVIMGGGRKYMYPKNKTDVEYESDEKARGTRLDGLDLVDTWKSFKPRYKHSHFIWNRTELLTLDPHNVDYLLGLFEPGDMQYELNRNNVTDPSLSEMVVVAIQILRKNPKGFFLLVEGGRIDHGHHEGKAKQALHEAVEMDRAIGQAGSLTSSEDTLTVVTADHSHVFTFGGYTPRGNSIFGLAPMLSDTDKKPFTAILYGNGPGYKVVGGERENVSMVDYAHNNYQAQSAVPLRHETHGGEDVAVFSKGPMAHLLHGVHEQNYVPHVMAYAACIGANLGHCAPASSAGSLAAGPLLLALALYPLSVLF
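Dosing: 20 µM single point. System: human TNAP. Amount: TNAP 1/800 final. Incubation: 30 min, room temperature. Read-out: TNAP activation factor scaled between EDTA and DMSO control wells. Signal: luminescence from CDP-star hydrolysis. Medium: 1 M DEA, pH 9.8, Mg2+, Zn2+. Control set: EDTA negative control, DMSO positive control.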
PPARg SRC-2 ag = agonists of PPARg-SRC-2 recruitment, primary screen, biochemical, HTS. Peroxisome proliferator-activated receptor gamma (Homo sapiens), P37231. AID 1032, 2008. 0.34% of 200,000 active. activation, % at 8 µM. PPARgamma LBD-SRC-2 recruitment; in the data active means activation above about 22%;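 further: 0% = vehicle and 100% = reference agonist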
Target sequence (P37231 whole entry, looked up, the tested form may be a part): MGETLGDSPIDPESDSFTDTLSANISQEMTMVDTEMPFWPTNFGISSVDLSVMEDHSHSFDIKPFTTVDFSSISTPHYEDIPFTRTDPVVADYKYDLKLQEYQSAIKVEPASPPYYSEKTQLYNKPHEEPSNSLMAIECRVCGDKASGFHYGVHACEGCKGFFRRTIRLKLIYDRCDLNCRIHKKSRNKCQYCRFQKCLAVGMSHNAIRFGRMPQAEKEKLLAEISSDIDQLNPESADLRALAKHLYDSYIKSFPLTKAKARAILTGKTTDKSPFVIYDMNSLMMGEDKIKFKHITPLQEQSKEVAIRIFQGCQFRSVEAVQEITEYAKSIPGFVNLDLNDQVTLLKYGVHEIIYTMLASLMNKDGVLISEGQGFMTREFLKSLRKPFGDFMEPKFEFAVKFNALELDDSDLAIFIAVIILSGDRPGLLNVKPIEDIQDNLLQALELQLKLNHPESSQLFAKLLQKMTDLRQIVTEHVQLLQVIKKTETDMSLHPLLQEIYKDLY
TNAP inh no acc = human TNAP enzyme inhibitors, primary screen, biochemical, luminescent, no phosphate acceptor, uHTS | Alkaline phosphatase, tissue-nonspecific isozyme (Homo sapiens), P05186 | purified TNAP, CDP-star luminescence, 30 min | inhibition, % at 20 µM | 0.26% of 200,000 active;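 active means tissue-nonspecific alkaline phosphatase inhibition above about 50% at 20 µM in the single-dose screen, limit read from the data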;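 further: 0% = DMSO negative control and 100% = EDTA positive control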
PPARg SRC-1 ag = PPARgamma agonists recruiting SRC-1 coactivator, primary screen, biochemical. Peroxisome proliferator-activated receptor gamma (Homo sapiens), P37231. activation, % at 8 µM. AID 631, 2007. 0.41% of 200,000 active. PPARgamma-SRC-1 coactivator recruitment biochemical assay; in the data active means activation above about 19%;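 further: 0% = DMSO and 100% = reference agonist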
bIAP inhibitor = bovine intestinal alkaline phosphatase inhibitors, primary screen, selectivity assay for TNAP inhibitor project, biochemical, bovine IAP, CDP-star luminescence | 190,000 tested, under 10 active | inhibition, % at 20 µM | purified bovine IAP, 30 min;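 active means over 50% inhibition of intestinal alkaline phosphatase at 20 µM in the single-dose screen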
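Assay system: bovine IAP enzyme; medium: DEA buffer 100 mM, pH 9.8, with MgCl2 1.0 mM, ZnCl2 0.02 mM; doses: 20 µM single dose; incubation: enzyme reaction for 30 min at room temperature; detection: CDP-star luminescence signal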
TNAP inh hiacc = human TNAP enzyme inhibitors, primary screen, biochemical, luminescent, high phosphate acceptor level, uHTS | 0.03% of 200,000 active | inhibition, % at 20 µM | purified TNAP, CDP-star luminescence, 1 M DEA;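 active means over 50% inhibition of tissue-nonspecific alkaline phosphatase at 20 µM in the single-dose screen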;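 further: plate controls were DMSO wells for no effect and EDTA-quenched wells as full inhibition for full effect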
TR-FRET SRC-2 ct = TR-FRET signal artefacts, primary screen, artefact control for PPARgamma SRC-2 agonist project, biochemical; AID 1049, 2008; TR-FRET artefact counter-screen; active compounds read high; 0.4% of 200,000 active; TR-FRET ratio at 8 µM; in the data active means TR-FRET ratio above about 2000; further: inactives centre near 1500
PPARg SRC-3 ag = PPARgamma agonists recruiting SRC-3 coactivator, primary screen, biochemical; Peroxisome proliferator-activated receptor gamma (Homo sapiens), P37231; biochemical PPARgamma/SRC-3 coactivator recruitment assay; activation, % at 8 µM; 0.26% of 200,000 active; in the data active means activation above about 23%;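 further: 0% = DMSO and 100% = reference agonist; some compounds past the cut are filed as inactive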
HMGR II inh = inhibitors of E. faecalis class II HMGR, primary screen, biochemical, Enterococcus faecalis; purified E. faecalis HMGR, NADPH absorbance 340 nm kinetic; HMG-CoA reductase (Enterococcus faecalis, mvaE); 0.41% of 190,000 active; inhibition, % at 10 µM;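 active means inhibition above a set limit, the median over all tested compounds plus 3 SD, cut at about 9.5% in these data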;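 further: enzyme runs in reverse so mevalonate oxidation gives rising NADPH absorbance; 0% = complete reaction with DMSO and 100% = background rate lacking mevalonate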
Numbers without * were called inactive; / = no result given.

SMILES	bIAP activator	TNAP act hi DEA	PPARg SRC-2 ag	TNAP inh no acc	PPARg SRC-1 ag	bIAP inhibitor	TNAP inh hiacc	TR-FRET SRC-2 ct	PPARg SRC-3 ag	HMGR II inh
Cc1ccc(CSCCC(=O)NCCC2=CCCCC2)cc1	0.8	1.1	-1	-10	4	17	-8	1609	1	-2
CCN(CC)S(=O)(=O)c1cccc(-c2n[nH]c(=S)n2CC(C)C)c1	1	1	4	-9	8	0	2	1463	1	-3
CCOC(=O)C1=C(N)N2C(=O)C(C)SC2=C(C(=O)OCC)C1c1ccccc1 (stereo not drawn)	1	1	6	0	-3	4	4	1458	9	-1
CCn1c(C)nc2cc(C(=O)N/N=C/c3ccc(O)c(O)c3O)ccc21	1.2	0.9	10	-34	9	-21	10	1658	4	1
COc1ccccc1N1CCN(C2CCN(C(=O)c3ccc(F)cc3)CC2)CC1	0.9	1	7	-10	3	6	-5	1797	0	3
Cc1cc(N2CCCCC2)nc(N2CCCCC2)n1	1	1	-3	-4	-7	-4	0	1336	-3	0
COC(=O)C1=C(CN2CCCc3ccccc32)NC(=O)NC1c1ccc(F)cc1 (stereo not drawn)	0.9	1	-1	-6	-3	15	-5	1490	-1	-5
COc1ccc(C(=O)OCC(=O)Nc2nc3c(F)c(F)c(F)cc3s2)cc1OC	1.1	0.9	-1	-5	13	-13	11	1512	2	-2
CC(C)(C)C1CCc2c(sc(NC(=O)CSc3ncn[nH]3)c2C#N)C1 (stereo not drawn)	1	0.9	-4	-8	-1	-1	5	1436	8	1
O=C(Nc1ccccc1)C1CCN(C(=O)c2ccc([N+](=O)[O-])cc2)CC1	1	1	-5	-5	-4	-2	-2	1457	-2	-5
CC(C)c1nc2n[nH]c(N)c2c2c1CCC2	0.9	1	-14	-8	-8	11	-4	1511	-2	0
COC(=O)/C(=C\c1ccc2c(c1)c1ccccc1n2C)NC(=O)c1ccccc1	0.9	1	-9	-10	0	10	1	1508	-3	-4
Clc1ccccc1/C=C/C=N/Nc1nc(N2CCOCC2)nc(N2CCOCC2)n1	1.1	1.1	-5	-2	8	-10	-7	1422	1	-4
c1ccc(Oc2ccc(-n3cnnn3)cc2)cc1	0.9	1	0	-6	-5	10	0	1367	2	-4
CCOc1cc(/C=N/n2cnnc2)ccc1OS(=O)(=O)c1ccccc1	1	1.1	1	-10	1	4	-8	1609	-2	-2
Cc1ccc2c3c([nH]c2c1)C(=O)CC(C)(C)S3	0.9	1	-3	-6	0	6	-1	1268	0	1
COc1cc2c(N3CCOCC3)cc(O)c(CC(=O)Nc3ccccc3)c2cc1OC	0.9	1	4	0	4	12	-2	1556	2	2
Cc1cccc(NC(=O)C2(c3ccc([N+](=O)[O-])cc3)CCCC2)c1	0.7	1	-3	6	-3	31	-4	1299	1	2
O=C(COC(=O)c1ccccc1Cl)NCCC1=CCCCC1	1	1	13	-7	4	3	-3	1776	4	1
CCOc1ccccc1N(CC(=O)Nc1ccccc1C(=O)O)S(C)(=O)=O	0.9	1	-5	-4	2	7	-1	1416	-2	-3

Reformatted comma-delimited: part of the list above.
Molecule,bIAP activator,TNAP act hi DEA,PPARg SRC-2 ag,TNAP inh no acc,PPARg SRC-1 ag,bIAP inhibitor,TNAP inh hiacc,TR-FRET SRC-2 ct,PPARg SRC-3 ag,HMGR II inh
CCOc1cc(/C=N/n2cnnc2)ccc1OS(=O)(=O)c1ccccc1,1,1.1,1,-10,1,4,-8,1609,-2,-2
Cc1ccc2c3c([nH]c2c1)C(=O)CC(C)(C)S3,0.9,1,-3,-6,0,6,-1,1268,0,1
COc1cc2c(N3CCOCC3)cc(O)c(CC(=O)Nc3ccccc3)c2cc1OC,0.9,1,4,0,4,12,-2,1556,2,2
Cc1cccc(NC(=O)C2(c3ccc([N+](=O)[O-])cc3)CCCC2)c1,0.7,1,-3,6,-3,31,-4,1299,1,2

Additional records:
SMILES	bIAP activator	TNAP act hi DEA	PPARg SRC-2 ag	TNAP inh no acc	PPARg SRC-1 ag	bIAP inhibitor	TNAP inh hiacc	TR-FRET SRC-2 ct	PPARg SRC-3 ag	HMGR II inh
COc1cccc(-c2nc(-c3ccc(NC(=O)c4cccs4)cc3)no2)c1	0.9	1	5	-12	-3	6	-4	1714	9	0
CCc1ccc(CCC(=O)Nc2ccc(C(C)=O)cc2)o1	1.2	1	1	-9	7	-19	0	1672	-12	1
Nc1nc2c([N+](=O)[O-])cccc2s1	1	1	2	-3	7	-2	-4	1710	3	-3
CCCCNC(=O)CSc1nc2ccccc2c(=O)n1CC1COc2ccccc2O1 (stereo not drawn)	0.9	1	-5	-6	6	9	-2	1547	18	4
Cc1ccc(C(=O)NCc2ccc3c(c2)OCO3)cc1S(=O)(=O)N1CCCCC1	0.9	1.1	2	-11	-1	7	-7	1165	-4	-3
Cn1c(=O)c2c(nc(CN3CCc4ccccc4C3)n2Cc2ccc(F)cc2)n(C)c1=O	/	/	-8	/	-5	/	/	1321	12	/
CC(C(N)=O)N1C(=O)C2C3C=CC(C3)C2C1=O (stereo not drawn)	1	1	0	-1	0	0	1	1461	7	-6
COc1cc(CCN2C(=O)c3cccc4cccc(c34)C2=O)c(S(=O)(=O)NCCO)cc1OC	0.7	1	-4	-4	-5	34	-1	1554	6	-6
CCOc1ccc(NC(=O)c2oc3ccccc3c2NC(=O)CC)cc1	1	1	-3	-8	11	4	-1	1634	3	-6
COC(=O)CSc1nnc(-c2cccs2)n1-c1ccc(Cl)cc1	0.9	1.1	14	-15	1	10	-5	1707	3	-2
CC1(C)Cc2c(C#N)c(N3CCN(C(=O)c4ccccc4Cl)CC3)nc(-c3ccco3)c2CS1	1.1	1	-1	-1	3	-7	4	1521	6	3
Cc1cc(C)nc(SCc2nnc(SCC(=O)N3CCOCC3)o2)n1	1	1	4	-7	0	0	-1	1761	12	-1
C/C(=N\NC(=O)c1ccc(C)cc1C)c1ccc2c(c1)OCO2	0.9	1.1	-4	-10	-2	11	-6	1513	0	1
CCOC(=O)Cn1c(=O)oc2cc(S(=O)(=O)N3CCc4ccccc43)ccc21	1	1	-1	-10	2	-1	-4	1699	8	-13
Cc1ccc2cc(CN(Cc3ccco3)S(=O)(=O)c3c(C)ccc4nsnc34)c(=O)[nH]c2c1	0.9	1.1	3	-6	5	9	-8	1594	9	-1
Cc1oc(-c2cccc(Cl)c2)nc1CN1CCCC(C(=O)NCc2ccco2)C1 (stereo not drawn)	1	1	3	8	5	4	-2	1537	12	-6
O=C(NCc1cccs1)C1CCCN1C(=O)Nc1cccc(F)c1 (stereo not drawn)	1.2	1	0	-14	-1	-25	-1	1593	2	-2
Cc1scc(C(=O)N2CCN(c3ccc(Cl)cc3)CC2)c1C	1.1	1.1	2	-17	3	-14	-6	1502	4	1
COc1ccc(-c2nn(-c3ccccc3)cc2/C=C2/SC(=S)N(Cc3ccco3)C2=O)c(C)c1	0.9	1	9	-2	-7	11	4	1526	-4	0
COc1ccc(CCNC(=O)COC(=O)C2CCCCC2)cc1	0.9	1	-8	3	1	13	-2	1442	-3	-1
COc1cccc(-n2nc(-c3ccnn3-c3ccccc3)c(=O)n(C)c2=O)c1	0.9	1	9	-16	4	7	-3	1612	1	-2
O=S(=O)(/C=C/c1ccccc1)N1CCN(c2nc(-c3ccccc3)nc3ccccc23)CC1	0.9	1	-1	-7	-1	5	0	1355	-2	0
O=C1OCCN1CCNCc1cn(-c2ccc(F)cc2)nc1-c1ccccc1Cl	1	1	-1	-8	-5	3	-1	1414	-1	-1
Cc1ccc(NC(=S)N(Cc2cccs2)Cc2cc3cc(C)cc(C)c3[nH]c2=O)cc1	1	1	-9	4	-2	-3	-3	1422	-3	-6
Cc1ccccc1Cn1c(=N)n(CC(=O)c2ccc([N+](=O)[O-])cc2)c2ccccc21	0.9	1	-3	3	4	10	0	1434	-3	-1
Cn1c(=O)c2c(nc(CN3CCN(c4ccccc4)CC3)n2CCc2ccccc2)n(C)c1=O	/	/	0	/	2	/	/	1598	-4	/
COc1ccc(N/C(C)=C2/C(=O)C(=O)N(CCO)C2c2ccc([N+](=O)[O-])cc2)cc1 (stereo not drawn)	0.6	1	7	0	6	36	3	1255	0	-1
Cc1ccc(C(C)C)cc1OCC(=O)N/N=C/c1ccc2c(c1)OCCO2	1	1.1	-4	-5	0	4	-6	1443	-1	0
O=S(=O)(N1CCOCC1)N1CCN(c2ccccc2F)CC1	1	1	-12	-6	-7	4	-2	1228	-14	1
COc1ccc(CNC(=O)C(C)Sc2nc3ccccc3c(=O)n2CCCN2CCOCC2)cc1 (stereo not drawn)	1.3	1	1	-11	-3	-27	-4	1515	-7	-3
Cc1nnc(-c2cccc(Br)c2)c2cn(-c3cccc(Br)c3)nc12	0.9	1	6	-8	-5	8	-3	1347	-4	2
O=S(=O)(c1ccc(Cl)c(Cl)c1)c1snnc1-c1ccccc1	0.4	1	-3	-7	-5	/	-2	1669	2	1
Cc1ccccc1CCN(C(=O)CN1C(=O)c2ccccc2S1(=O)=O)C(C(=O)NCC1CCCO1)c1ccncc1 (stereo not drawn)	1	1.1	-1	-17	3	1	-6	1717	-1	-11
O=c1c2ccccc2nc2c3ccccc3cnn12	0.9	1	2	-11	7	14	-3	1542	4	-6
C/C(O)=C(/C=Nc1ccccc1)C(=O)Nc1ccccc1	0.9	1	12	-9	9	8	-3	1573	3	0
O=C(OCCNc1ncc(C(F)(F)F)cc1Cl)c1ccc(S(=O)(=O)N2CCOCC2)cc1	0.9	1	5	-8	1	8	-4	1670	1	-7
COc1c(Cl)cc(Cl)cc1C(=O)Nc1ccccc1N1CCN(C(C)=O)CC1	/	/	5	/	-2	/	/	1503	-3	/
Cc1ccc(Nc2nnc(SCC(=O)Nc3ncc(C(F)(F)F)cc3Cl)s2)cc1	0.9	1	11	7	4	9	3	1568	2	-4
Cc1ccc2nsnc2c1NC(=O)COc1ccccc1F	1	1	2	-8	10	0	-4	1429	-2	-2
O=C(Cc1ccc(Cl)cc1)NN1C(=O)c2ccccc2C1=O	1.3	1	-7	-21	0	-26	-2	1509	2	-3
COc1ccc(N=Cc2sc3ccccc3c2Cl)cc1	1	1	7	-10	2	4	-1	1432	-1	1
NC(=O)COC(=O)CSc1ccc2ccccc2c1	0.9	1	5	-11	-3	6	-2	1635	4	0
CC(C)(C)c1ccc(C(=O)NC(=S)NCc2cccnc2)cc1	0.9	1	-9	6	8	7	-4	1328	4	0
COC(=O)C(C)(C)ONC(=O)Nc1ccccc1Cl	1	1	1	-14	-3	3	-5	1632	-1	-7
CCOC(=O)c1ccc(COC(=O)CNC(=O)CNC(=O)c2ccc(OC)cc2)o1	0.9	1.1	6	-15	1	14	-6	1509	-9	1
COCC(=O)Nc1sc2c(c1C(=O)OC)CCCC2	1	1	7	-4	-3	2	0	1736	6	1
